EPAC1 ag = agonists of human EPAC1 | EPAC1 agonist qHTS, biochemical assay; response scale: 100% = response to 6.5 mM cAMP | actives 0.073% (n = 360,000) | Potency, µM (titrated, usually from 154 µM), inactives show at the top dose activation, hits mostly activators | AID 720707 | O95398; also: potency is read from the fitted curve at half-maximal effect; nearly all actives have a fitted effect of over 60% in size
Target sequence (O95398 whole entry, looked up): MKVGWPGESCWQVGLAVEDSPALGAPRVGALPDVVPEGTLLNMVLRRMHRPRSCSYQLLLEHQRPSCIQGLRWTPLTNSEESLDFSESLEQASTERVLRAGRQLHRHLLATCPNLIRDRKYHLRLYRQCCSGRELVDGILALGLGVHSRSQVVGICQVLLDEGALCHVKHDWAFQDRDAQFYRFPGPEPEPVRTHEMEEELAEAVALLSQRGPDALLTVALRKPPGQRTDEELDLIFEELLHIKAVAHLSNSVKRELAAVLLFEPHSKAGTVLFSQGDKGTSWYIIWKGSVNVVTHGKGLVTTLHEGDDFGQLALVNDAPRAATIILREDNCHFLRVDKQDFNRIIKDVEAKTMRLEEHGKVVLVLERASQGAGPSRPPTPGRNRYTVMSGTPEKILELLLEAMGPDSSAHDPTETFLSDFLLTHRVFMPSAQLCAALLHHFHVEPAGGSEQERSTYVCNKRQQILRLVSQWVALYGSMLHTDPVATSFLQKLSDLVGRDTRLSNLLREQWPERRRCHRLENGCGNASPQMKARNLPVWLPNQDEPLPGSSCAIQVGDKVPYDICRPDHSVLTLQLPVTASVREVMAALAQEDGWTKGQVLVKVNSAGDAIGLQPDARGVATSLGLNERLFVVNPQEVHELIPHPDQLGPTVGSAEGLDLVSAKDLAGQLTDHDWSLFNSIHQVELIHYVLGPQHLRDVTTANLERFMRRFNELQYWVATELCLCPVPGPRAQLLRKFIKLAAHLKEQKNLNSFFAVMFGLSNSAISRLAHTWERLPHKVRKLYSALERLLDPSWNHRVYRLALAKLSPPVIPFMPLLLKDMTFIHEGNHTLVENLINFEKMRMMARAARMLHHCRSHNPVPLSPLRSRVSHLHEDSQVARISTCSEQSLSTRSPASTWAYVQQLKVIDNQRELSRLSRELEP
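EPAC1 100 nM, Rap1B–BODIPY-GDP 250 nM, unlabeled GDP 50 uM; compound titration; 5 min RT; kinetic read ex480/em540 at 5-min intervals ×30 min; data normalized to 6.5 mM cAMP agonist control.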
PI5P4Ka inh = inhibitors of human PI5P4K alpha; AID 652105; P48426; max response, %; actives 1.2% (n = 330,000); PI5P4Kalpha enzyme, ADP-Glo luminescence, 60 min; stronger effect = lower value; active = max response of -50% or lower; inconclusive = between -30% and -50%; inactive = -30% or higher; also: value at the top dose of about 77 µM; % is scaled to controls: 0 for no effect and ±100 for the full control effect
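Single end-point luminescence (ADP-Glo) quantified ADP from PI5P4Kalpha turnover; ATP 5 microM final, 1 h at RT, 0.1% CHAPS and 0.28 mM EGTA in HEPES pH 7.4.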
PLK1 PBD block = inhibitors of human PLK1 polo-box domain binding. actives 2.8% (n = 360,000). AID 720504. Potency, µM, for inactives: max response, negative = inhibition, most hits filed as inhibitors. P53350. Plk1 PBD binding of FITC phosphopeptide, fluorescence polarization; also: potency is read from the fitted curve at half-maximal effect; series mostly up to about 57 µM; % is scaled to controls: 0 for no effect and ±100 for the full control effect; nearly all actives have a fitted effect of over 65% in size
EPAC1 antag = antagonists of human EPAC1; O95398; actives 0.14% (n = 360,000); Potency, µM (titrated, usually from 115 µM), for inactives: at the top dose activity change, negative = inhibition, usual class: inhibitors; EPAC1 GEF assay, Rap1b-BODIPY-GDP exchange fluorescence;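 also: potency is read from the fitted curve at half-maximal effect; plate controls were vehicle for no effect and positive control for full effect; nearly all actives have a fitted effect of over 50% in size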
WRN helicase inh = WRN helicase (human) inhibition; Q14191; WRN helicase unwinding, fluorescent forked duplex, kinetic; Potency, µM (titrated, usually from 114 µM), for inactives: at the top dose activity change, negative = inhibition, usual class: inhibitors; actives 0.46% (n = 360,000); AID 651768; also: potency is read from the fitted curve at half-maximal effect; % is scaled to controls: 0 for no effect and ±100 for the full control effect; nearly all actives have a fitted effect of over 55% in size
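Screening of the MLSMR collection measured strand separation of a quenched forked DNA duplex (100 nM) by 20 nM WRN with 2 mM ATP, all final. Compounds were preincubated with enzyme 15 min at room temperature.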
Abeta yeast res = restores growth of yeast expressing A-beta42 peptide. yeast expressing A-beta42, growth rescue, OD600, 48 h; response scale: 0% DMSO, 100% iron-clioquinol control. Potency, µM (highest dose often 46.1 µM), for inactives: top-dose growth rescue, usual class: activators. actives 0.063% (n = 410,000); also: potency is read from the fitted curve at half-maximal effect; nearly all actives have a fitted effect of over 55% in size
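Growth rescue measured by 600 nm absorbance after 48 h yeast culture at 30 C with compound. Values normalized between DMSO and an equimolar ferric chloride plus clioquinol control.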
IL-2 act = activators of IL-2; actives 0.065% (n = 360,000); IL-2 activation reporter assay, cell-based qHTS; stimulated with anti-CD3/CD4/CD28 beads; in transgenic mouse T cells; activation, % (series mostly up to about 46 µM); in the data active = activation above about 50%; inconclusive = mostly about 30% to 49%; also: 0% is about no effect
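Readout is EGFP and DsRed signal by fluorescent plate cytometry after 18 h at 37 degrees C. Transgenic mouse T cells (750/well) received compound for 60 min before bead stimulation (anti-CD3, anti-CD4, anti-CD28); memory T cells served as non-tolerant control.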
FUS suppressor = suppressors of FUS proteinopathy in yeast; S. cerevisiae FUS-expressing, growth rescue, OD600, 24 h; Potency, µM (series often up to 76.6 µM), for inactives: at the highest dose growth rescue (activation), hits mostly activators; actives 0.24% (n = 390,000); AID 1347120;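 also: potency is read from the fitted curve at half-maximal effect; plate controls were DMSO vehicle for no effect and reference control for full effect; nearly all actives have a fitted effect of over 55% in size; some results filed as inactive show a strong effect at the top dose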
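Restored growth of FUS-toxic S. cerevisiae, read as 600 nm absorbance after 24 h at 30C in galactose medium (starting OD 0.005). Controls CP55940 and DMSO.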
* hit, by the source's call; ? = inconclusive; . = no result given; [ ] = another dose, or the depositor's remark. Unless noted, calls follow the shape of the dose curve; as a rule, active = well fitted curve in the direction sought with a large enough effect; inconclusive = small, poorly fitted or top-dose-only effect, or another doubt; inactive = no such curve, though single readings can be large; an effect the other way counts as inactive or inconclusive. No enrichment for hits; any-hit rate near 4.1%.

SMILES	EPAC1 ag	PI5P4Ka inh	PLK1 PBD block	EPAC1 antag	WRN helicase inh	Abeta yeast res	IL-2 act	FUS suppressor
CCOC(=O)NC(=O)c1cn(C(CC)CO)c(=O)[nH]c1=O (stereo unspecified)	-2%	-5	-6%	-9%	4%	-9%	-3.8	-1%
Cc1cc(C(=O)OCC(=O)Nc2cc(S(=O)(=O)N(C)C)ccc2C)c2ccccc2n1	-8%	-4	6%	3%	-5%	11%	-0.5	25%
Cc1nc2sc(C(c3cccs3)N3CCC(C(N)=O)CC3)c(O)n2n1 (stereo unspecified)	-2%	2	5%	-9%	2%	4%	0.8	-18%
COc1ccc(OC)c(CCNC(=O)CCn2nc(C)c3c(C)n(-c4ccccc4)nc3c2=O)c1	20%	1	-16%	7%	-1%	0%	-2.2	5%
CC(C)NC(=O)/C=C/C(=O)O	8%	-4	6%	6%	6%	3%	-2.3	-17%
O=C(c1cccs1)N1CCN(S(=O)(=O)N2CCCCC2)CC1	10%	-4	-12%	-2%	6%	-12%	0.8	-17%
O=C(NC1C=CS(=O)(=O)C1)c1ccccc1 (stereo unspecified)	1%	-1	-5%	5%	6%	7%	-0.1	11%
O=C1CC(C(=O)Nc2ccccc2)N=C(N2CCOCC2)N1 (stereo unspecified)	9%	0	-4%	10%	15%	-3%	-2.5	19%
Cn1cc([N+](=O)[O-])c(C(=O)Nc2cnn(Cc3ccc(F)cc3)c2)n1	4%	-2	0%	2%	13%	-12%	0.1	-16%
COc1cc(/C=N/NS(=O)(=O)c2ccc3ccccc3c2)ccc1OCc1ccc(C(=O)O)cc1	3%	0	-12%	-12%	-6%	1%	0.7	16%
CCCn1c(SCC(=O)Nc2ccc(S(=O)(=O)N(C)C)cc2)n[nH]c1=O	4%	-3	-1%	13%	2%	10%	-4.4	5%
O=C(c1cccc([N+](=O)[O-])c1)N(c1ccccn1)c1ccccn1	4%	-10	-12%	1%	2%	7%	-0.1	7%
Cc1nc2ccccc2n1C(C)c1ccccc1 (stereo unspecified)	9%	1	1%	11%	0%	5%	0.6	-22%
C[C@H]1CNC(=O)c2c(C(=O)Nc3ccc(CNC(=O)OC(C)(C)C)cc3)ncn21	-16%	-8	4%	-9%	-1%	-7%	-4.9	16%
CCN1C(=O)C(C(=O)Nc2ccc(OC)cc2)C2CC1(C)Oc1ccccc12 (stereo unspecified)	-8%	4	-5%	1%	3%	2%	-0.1	-7%
CCn1c(O)c(N=NC2=NC(=O)CS2)c2ccccc21	2%	-14	-12%	10%	-18%	4%	-0.3	6%
O=C(CCCOc1ccccc1)Nc1ccc(Cl)cn1	6%	3	-6%	?	-35%[57.1 µM]	-5%	-2.6	13%
O=C(NCC1CC1)c1onc(CSc2ccc(F)c(F)c2)c1C(=O)NCC1CC1	6%	4	0%	-17%	-6%	23%	0.8	24%
COc1ccccc1N1CCN(Cc2cc(=O)c(OCC(=O)NC(C)C)co2)CC1	6%	2	9.5µM*	3%	-9%	8%	-0.4	9%
Cc1cccc(N2CCN(Cc3nc(-c4ccccc4Cl)oc3C)CC2)n1	10%	1	-4%	8%	5%	-6%	-0.5	22%
Cc1cc(-n2nc(C)cc2C)nc(NS(=O)(=O)c2ccccc2Cl)n1	0%	0	-10%	11%	-11%	3%	-3.9	13%
C(=N\N(c1ccccc1)c1ccccc1)/c1ccc(N2CCOCC2)s1	9%	2	-5%	1%	-19%	7%	-0.4	.
COc1ccccc1N1CCN(/N=C/c2cccc(Cl)c2)CC1	-2%	-2	-5%	-19%	-27%	16%	-0.4	5%
CC1CCCN(C(=O)CSc2nnc3ccccn23)C1 (stereo unspecified)	18%	9	-6%	-21%	0%	-6%	0.4	-13%
COc1ccc(C(C(N)=O)c2ncc(C(F)(F)F)cc2Cl)cc1OC (stereo unspecified)	1%	-3	1%	-3%	-1%	1%	0.9	-6%
COc1ccc(C(=O)N/N=C/C(C)c2ccccc2)cc1OC (stereo unspecified)	3%	-2	-2%	14%	-18%	-8%	-2.6	10%
O=C(O)CCCNC(=O)CCn1nnc2ccccc2c1=O	5%	-2	-2%	7%	-9%	-2%	-0.1	-20%
CCOc1ccc(C2C(C(=O)c3ccco3)=C(O)C(=O)N2CCN2CCOCC2)cc1 (stereo unspecified)	5%	4	-1%	-20%	0%	5%	-4.6	16%
[N-]=C=C1C(=O)NC(=O)C([n+]2ccc(-c3ccncc3)cc2)C1c1ccccc1C(F)(F)F (stereo unspecified)	-1%	-11	?	-23%	-14%	-22%	5.8	4%
Cc1nc2sc3c(c2c(=O)n1NC(=O)CCBr)CCCC3	8%	-2	-21%	-29%	-13%	10%	-0.3	-3%
COCCn1c(SCC(=O)Nc2ccc(F)cc2)nc2c([nH]c3ccccc32)c1=O	13%	-3	-9%	12%	9%	7%	-2.7	5%
CCC(C(=O)Nc1nc(C)cs1)c1ccccc1 (stereo unspecified)	-1%	-16	27µM*	-7%	5%	23%	-3.1	17%
O=C(CCN1C(=O)/C(=C\c2ccccc2Cl)SC1=S)N1CCN(c2ccccc2)CC1	7%	-6	-8%	-4%	-2%	-9%	0.0	-15%
COc1ccc(CN2CCN(CCCc3ccccc3)C(CCO)C2)c(OC)c1 (stereo unspecified)	1%	-3	-11%	-10%	-3%	3%	-0.6	-8%
CC(/C=C/c1ccco1)=N/NC(=O)OC(C)(C)C	6%	-2	1%	1%	-6%	5%	-3.9	.
O=C(Oc1ccccc1)c1cccc(COC(=O)c2cnccn2)c1	-4%	.	3%	14%	-4%	-4%	1.5	1%
O=C(Nc1ccc(N2CCN(C(=O)c3ccco3)CC2)cc1)c1ccc([N+](=O)[O-])cc1Cl	0%	-8	1%	12%	4%	-16%	-3.5	1%
COc1ccc(C(=O)N/C(=C\c2cc(OC)c(OC)cc2[N+](=O)[O-])C(=O)NCCO)cc1	9%	1	-3%	2%	-6%	3%	6.9	11%
CCc1ccc(N/C(N)=N/c2nc(CSc3ncccn3)cc(=O)[nH]2)cc1	9%	-3	-8%	-2%	7%[57.1 µM]	2%	-0.3	-9%
CSc1nsc(NC(=O)Nc2ccccc2)n1	3%	-10	3%	1%	3%	4%	-0.8	8%

A draw from above in order of length of the SMILES, low to high.
SMILES	EPAC1 ag	PI5P4Ka inh	PLK1 PBD block	EPAC1 antag	WRN helicase inh	Abeta yeast res	IL-2 act	FUS suppressor
CSc1nsc(NC(=O)Nc2ccccc2)n1	3%	-10	3%	1%	3%	4%	-0.8	8%
O=C(O)CCCNC(=O)CCn1nnc2ccccc2c1=O	5%	-2	-2%	7%	-9%	-2%	-0.1	-20%
CC(/C=C/c1ccco1)=N/NC(=O)OC(C)(C)C	6%	-2	1%	1%	-6%	5%	-3.9	.
Cc1nc2sc3c(c2c(=O)n1NC(=O)CCBr)CCCC3	8%	-2	-21%	-29%	-13%	10%	-0.3	-3%
COc1ccc(C(=O)N/N=C/C(C)c2ccccc2)cc1OC (stereo unspecified)	3%	-2	-2%	14%	-18%	-8%	-2.6	10%
O=C(Oc1ccccc1)c1cccc(COC(=O)c2cnccn2)c1	-4%	.	3%	14%	-4%	-4%	1.5	1%
COc1ccc(CN2CCN(CCCc3ccccc3)C(CCO)C2)c(OC)c1 (stereo unspecified)	1%	-3	-11%	-10%	-3%	3%	-0.6	-8%
CCc1ccc(N/C(N)=N/c2nc(CSc3ncccn3)cc(=O)[nH]2)cc1	9%	-3	-8%	-2%	7%[57.1 µM]	2%	-0.3	-9%
COCCn1c(SCC(=O)Nc2ccc(F)cc2)nc2c([nH]c3ccccc32)c1=O	13%	-3	-9%	12%	9%	7%	-2.7	5%
CCOc1ccc(C2C(C(=O)c3ccco3)=C(O)C(=O)N2CCN2CCOCC2)cc1 (stereo unspecified)	5%	4	-1%	-20%	0%	5%	-4.6	16%
O=C(CCN1C(=O)/C(=C\c2ccccc2Cl)SC1=S)N1CCN(c2ccccc2)CC1	7%	-6	-8%	-4%	-2%	-9%	0.0	-15%
O=C(Nc1ccc(N2CCN(C(=O)c3ccco3)CC2)cc1)c1ccc([N+](=O)[O-])cc1Cl	0%	-8	1%	12%	4%	-16%	-3.5	1%
[N-]=C=C1C(=O)NC(=O)C([n+]2ccc(-c3ccncc3)cc2)C1c1ccccc1C(F)(F)F (stereo unspecified)	-1%	-11	?	-23%	-14%	-22%	5.8	4%

Remaining list, next part
SMILES	EPAC1 ag	PI5P4Ka inh	PLK1 PBD block	EPAC1 antag	WRN helicase inh	Abeta yeast res	IL-2 act	FUS suppressor
Cc1ccc(C(NC(=O)N2CCOCC2)C(Cl)Cl)cc1F (stereo unspecified)	3%	4	27µM*	-9%	0%	23%	3.5	21%
O=Cc1cn(-c2ccccc2)nc1-c1cc2cc(O)ccc2oc1=O	3%	.	-11%	4%	?	0%	3.1	?
CCO/C(C)=C1\C(=O)Nc2ccccc21	-1%	-6	-15%	-7%	-31%[57.1 µM]	1%	-1.4	-17%
Cc1ccc(CN2CCN(Cc3ccncc3)CC2CCO)o1 (stereo unspecified)	3%	5	-11%	5%	-1%	-13%	-0.4	19%
COc1cccc(C(=O)N(CN2CCCC2=O)c2ccccc2OC)c1	9%	.	-8%	-12%	-1%	-14%	-0.8	44%
CC(=O)Oc1ccc(N2C(=O)CCC2=O)cc1	-5%	-1	-8%	-6%	7%[57.1 µM]	-1%	-2.8	-11%
Cc1c(C(=O)C(=O)NCc2cccs2)c2ccccc2n1C	4%	1	-6%	-15%	6%	-7%	-4.9	22%
Nc1c(C(=O)NCc2cccnc2)sc(=S)n1-c1ccccc1	1%	.	17µM*	-6%	-2%	1%	-2.7	20%
Cc1onc(-c2ccccc2)c1C(=O)OCC(=O)NC(C)c1ccc(Cl)cc1 (stereo unspecified)	0%	5	-1%	-21%	-7%	21%	1.2	25%
COc1ccc(/C=N/NC(=O)Cc2csc(Nc3cccc(C(F)(F)F)c3)n2)c(OC)c1	3%	-20	6%	-11%	-12%	20%	-0.1	4%
O=C(Cn1nnc2ccccc2c1=O)NC1CCCCC1	6%	-2	0%	-12%	-9%	-1%	-1.8	3%
Cc1c(C)c2c(OCC(=O)NCC(C)C)cc3c(c2oc1=O)CCC(C)(C)O3	-6%	-3	1%	-15%	4%	0%	-1.0	-25%
Cc1ccc(CNC(=O)c2cccnc2Sc2cccc(Cl)c2)cc1	-6%	1	-2%	1%	-8%	3%	0.7	-9%
CCN(CC)S(=O)(=O)c1ccc2nc(CSc3nnnn3-c3ccc(O)cc3)[nH]c2c1	0%	-9	-8%	-4%	-10%	10%	-3.6	?
